CSN inh: inhibitors of human CSN-mediated cullin deneddylation; Q92905; Purified CSN, SCF-Nedd8-OG deneddylation, fluorescence polarization; inhibition, % at 12.5 µM; 0.38% of 360,000 active;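 active = pattern-corrected inhibition above about 35%, with an unprinted fluorescence ratio check between 0.5 and 1.5, limit read from the data, passing the limit was not always enough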;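 note: 0% = enzyme with substrate and 100% = substrate without enzyme; some results filed as inactive read as strong as hits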
Target sequence (Q92905 whole entry, looked up, one chain of several): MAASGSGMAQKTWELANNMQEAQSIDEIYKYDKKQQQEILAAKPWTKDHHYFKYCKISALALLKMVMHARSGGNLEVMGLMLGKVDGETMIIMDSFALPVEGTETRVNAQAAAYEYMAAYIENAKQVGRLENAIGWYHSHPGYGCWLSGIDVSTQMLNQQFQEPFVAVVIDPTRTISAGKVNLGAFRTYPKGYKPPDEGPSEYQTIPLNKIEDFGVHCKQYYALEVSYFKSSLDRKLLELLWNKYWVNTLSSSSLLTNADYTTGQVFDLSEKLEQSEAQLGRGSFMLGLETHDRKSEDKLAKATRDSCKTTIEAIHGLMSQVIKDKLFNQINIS
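Assay system: Purified human Csn5 enzyme expressed in HEK293T cells | Amount: Enzyme 0.24 nM | Measured by: Fluorescence polarization readout | Medium: Tris/NaCl/DTT buffer, pH 7.5 | Compound dosing: One concentration, 12.5 µM, 0.25% DMSO | Times: 90 min incubation of compound, enzyme and substrate at room temperature | Control set: no-enzyme wells high, enzyme-with-substrate wells low | Read-out: % inhibition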
Neddylation inh: blocks human cullin neddylation. P61081+Q13564. TR-FRET cullin neddylation, biochemical. 0.58% of 360,000 active. calls only at 25 µM; in the data active = inhibition above about 36%
Rin1 Abl inh: inhibitors of human Rin1-Abl protein interaction; P00519+Q13671; TR-FRET Rin1/Abl binding, biochemical; inhibition, % at 7.35 µM; 0.4% of 360,000 active; in the data active = inhibition above about 5%, passing the limit was not always enough
SKN-1 inh: C. elegans SKN-1 inhibition. 0.49% of 360,000 active. inhibition, % at 21.8 µM. C. elegans VP596 Pgst-4::GFP/RFP ratio, acrylamide-induced, 24 h;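 active = interference check ratio from 0.5 to 1.5 plus GFP to RFP signal ratio inhibition reaching or exceeding a fixed threshold, cut at about 30% in these data, passing the limit was not always enough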; note: some compounds called inactive have numbers as strong as hits
NadD inh: inhibitors of Staphylococcus aureus NadD | 0.78% of 360,000 active | purified NadD enzyme, colorimetric absorbance read-out | inhibition, % at 20 µM; in the data active = inhibition above about 26%; note: some compounds past the cut are filed as inactive
MLLE-PAM2 inh: blocks PAM2 peptide binding to the PABP1 MLLE domain; GST-MLLE / FITC-PAM2 fluorescence polarization; inhibition, % at 20 µM; 0.36% of 360,000 active; AID 588489; in the data active = inhibition above about 35%, passing the limit was not always enough;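 note: plate controls were DMSO wells with GST-MLLE for no effect and wells lacking GST-MLLE protein for full effect; some results filed as inactive read as strong as hits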
Target sequence (P11940 whole entry, looked up, the tested form may be a part): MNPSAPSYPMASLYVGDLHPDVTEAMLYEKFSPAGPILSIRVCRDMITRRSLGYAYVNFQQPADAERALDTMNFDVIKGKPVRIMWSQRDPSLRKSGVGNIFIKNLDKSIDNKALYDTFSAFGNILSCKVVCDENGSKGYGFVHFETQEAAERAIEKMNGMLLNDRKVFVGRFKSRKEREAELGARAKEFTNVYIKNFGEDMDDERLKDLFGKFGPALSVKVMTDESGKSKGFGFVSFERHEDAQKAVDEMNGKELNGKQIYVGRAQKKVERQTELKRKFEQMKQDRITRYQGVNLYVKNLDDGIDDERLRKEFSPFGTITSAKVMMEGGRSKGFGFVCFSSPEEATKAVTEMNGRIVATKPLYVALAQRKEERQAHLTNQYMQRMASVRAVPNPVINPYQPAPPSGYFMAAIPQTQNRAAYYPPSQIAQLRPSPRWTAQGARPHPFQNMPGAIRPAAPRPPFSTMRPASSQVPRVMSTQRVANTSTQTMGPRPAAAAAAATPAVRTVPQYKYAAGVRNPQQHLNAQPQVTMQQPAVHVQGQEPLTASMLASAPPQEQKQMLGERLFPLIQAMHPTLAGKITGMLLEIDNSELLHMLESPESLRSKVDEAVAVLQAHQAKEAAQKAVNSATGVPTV
MT1-MMP act inh: blocks activation of human MT1-MMP; GFP/RFP ratio change, % at 20 µM; 0.061% of 360,000 active; P50281; HT1080 RFP-PRO-GFP cells, GFP/RFP ratio fluorescence, overnight; percent of plate control window, DMSO zero;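 active = GFP/RFP ratio change of at least 30% with cell ATP level not reduced by more than half and red fluorescence within 50% of control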; note: strong numbers were not always called active
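Material: RFP-PRO-GFP reporter HT1080 cells. Dosing: single-point 20 µM compound, 1% DMSO. Controls: DMSO and RFP-L50D-GFP cell wells. Timing: cells overnight before dosing, compound overnight, 37 °C, 5% CO2. Measure: GFP/RFP fluorescence ratio.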
FAS TE block: FAS thioesterase (human) inhibition | P49327 | recombinant FAS-TE, OMFH fluorogenic substrate, fluorescence endpoint | inhibition, % at 15 µM | 0.67% of 360,000 active;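 active = compounds whose normalised, plate-corrected inhibition of enzyme fluorescence in the single-dose primary screen is 50% or more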;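 note: 0% = DMSO with enzyme and 100% = substrate without enzyme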
Rpn11 inh: Rpn11 (human) deubiquitinase inhibition; O00487; human 26S proteasome, Ub4-pepOG fluorescence polarization; 20S core pre-blocked with epoxomicin; calls only at 20 µM; 0.59% of 360,000 active; AID 588493;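 active = inhibition at 20 µM, scaled to each plate's controls, above about 33%, limit read from the data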
Active calls of the source: *.

`COc1cc(OC)c(NS(=O)(=O)c2cc(C(=O)OCC(=O)NCC3CCCO3)ccc2OC)cc1Cl` (stereo unspecified) gave CSN inh 15, Neddylation inh inactive, Rin1 Abl inh 1, SKN-1 inh 2, NadD inh -1, MLLE-PAM2 inh 9, MT1-MMP act inh -2, FAS TE block 2 and Rpn11 inh inactive.
For Cc1ccccc1NC(=O)CCN1CCN(C/C=C/c2ccccc2)CC1 the results were CSN inh 3, Neddylation inh inactive, Rin1 Abl inh -1, SKN-1 inh 5, NadD inh 1, MLLE-PAM2 inh 10, MT1-MMP act inh 1, FAS TE block -2 and Rpn11 inh inactive.
`CS(=O)(=O)N1CCN(C(=O)COc2ccccc2)CC1` gave CSN inh -3, Neddylation inh inactive, Rin1 Abl inh 1, SKN-1 inh -3, NadD inh -2, MLLE-PAM2 inh 10, MT1-MMP act inh 3, FAS TE block -2 and Rpn11 inh inactive.
Cc1ncc(C(O)c2ccccc2)n1Cc1ccccc1 (stereo unspecified) was read as CSN inh 1, Neddylation inh inactive, Rin1 Abl inh -1, SKN-1 inh 7, NadD inh -2, MLLE-PAM2 inh 0, MT1-MMP act inh 3, FAS TE block -3 and Rpn11 inh inactive.
Screening CCc1c(C)sc(NC(=O)OC)c1C(N)=O returned CSN inh -1, Neddylation inh inactive, Rin1 Abl inh -6, SKN-1 inh -3, NadD inh 4, MLLE-PAM2 inh 7, MT1-MMP act inh 10, FAS TE block -9 and Rpn11 inh inactive.
Screening CCCOc1ccc(C(=O)NC(=S)Nc2nc3ccccc3s2)cc1 returned CSN inh 8, Neddylation inh inactive, Rin1 Abl inh 1, SKN-1 inh 16, NadD inh 14, MLLE-PAM2 inh -44, MT1-MMP act inh 1, FAS TE block -2 and Rpn11 inh inactive.
`FC(F)(F)c1ccc(Nc2nnnc3ccccc23)cc1` gave CSN inh 6, Neddylation inh inactive, Rin1 Abl inh 6, SKN-1 inh 5, NadD inh 1, MLLE-PAM2 inh -13, MT1-MMP act inh 3, FAS TE block -3 and Rpn11 inh inactive.
Screening CCN(CC)C(=O)CSc1ncnc2sccc12 returned CSN inh 2, Neddylation inh inactive, Rin1 Abl inh 3, SKN-1 inh 10, NadD inh 2, MLLE-PAM2 inh 4, MT1-MMP act inh 1, FAS TE block -2 and Rpn11 inh inactive.
For O=P1(NC2CCCC2)OCC2(CO1)COP(=O)(NC1CCCC1)OC2 (stereo unspecified) the results were CSN inh -1, Neddylation inh inactive, Rin1 Abl inh 2, SKN-1 inh 1, NadD inh -1, MLLE-PAM2 inh -15, MT1-MMP act inh -1, FAS TE block -7 and Rpn11 inh inactive.
`COc1cc(C(=O)Nc2ccc(C)cc2)c2ccccc2n1` gave CSN inh -5, Neddylation inh inactive, Rin1 Abl inh -1, SKN-1 inh 16, NadD inh -2, MLLE-PAM2 inh 7, MT1-MMP act inh 2, FAS TE block 5 and Rpn11 inh inactive.
`CC(C)CCNC(=O)C(C)N(Cc1ccc(F)cc1)C(=O)c1ccc(CN2CCCCC2)o1` (stereo unspecified) gave CSN inh -3, Neddylation inh inactive, Rin1 Abl inh 0, SKN-1 inh -1, NadD inh -7, MLLE-PAM2 inh 2, MT1-MMP act inh 6, FAS TE block -6 and Rpn11 inh inactive.
For Cc1ccc(C(=O)c2cc([N+](=O)[O-])ccc2N2CCCCC2)c(C)c1 the results were CSN inh -4, Neddylation inh inactive, Rin1 Abl inh 3, SKN-1 inh 4, NadD inh -2, MLLE-PAM2 inh 1, MT1-MMP act inh 7, FAS TE block 40 and Rpn11 inh inactive.
For CCOc1ccc(NC(=O)c2ccccc2NC(=O)CNC2CCCC(C)C2C)cc1 (stereo unspecified) the results were CSN inh -4, Neddylation inh inactive, Rin1 Abl inh 6, SKN-1 inh 3, NadD inh -11, MLLE-PAM2 inh 7, MT1-MMP act inh 5, FAS TE block 16 and Rpn11 inh inactive.
`CCOC(=O)C1(CCOC)CCN(Cc2cc3ccccc3s2)CC1` gave CSN inh -2, Neddylation inh inactive, Rin1 Abl inh -1, SKN-1 inh 20, NadD inh -1, MLLE-PAM2 inh 1, MT1-MMP act inh 6, FAS TE block 5 and Rpn11 inh inactive.
Screening C/C(CC(C)C)=N\NS(=O)(=O)c1ccc(C)c([N+](=O)[O-])c1 returned CSN inh 2, Neddylation inh inactive, Rin1 Abl inh -6, SKN-1 inh 5, NadD inh -1, MLLE-PAM2 inh -3, MT1-MMP act inh -3, FAS TE block 3 and Rpn11 inh inactive.
For O=C(NC(=S)Nc1cccc(NC(=O)c2ccccc2)c1)c1cccc([N+](=O)[O-])c1 the results were CSN inh -18, Neddylation inh inactive, Rin1 Abl inh 0, SKN-1 inh -12, NadD inh 4, MLLE-PAM2 inh 24, MT1-MMP act inh 2, FAS TE block 19 and Rpn11 inh inactive.
COc1ccccc1N1CCN(C(=O)CN2C(=O)c3ccccc3S2(=O)=O)CC1 was read as CSN inh -1, Neddylation inh inactive, Rin1 Abl inh -2, SKN-1 inh -13, NadD inh -4, MLLE-PAM2 inh -5, MT1-MMP act inh -12, FAS TE block -7 and Rpn11 inh inactive.
Cc1c(C)c2ccc(OCC(=O)Nc3ccc(S(N)(=O)=O)cc3)c(C)c2oc1=O was read as CSN inh 14, Neddylation inh inactive, Rin1 Abl inh -5, SKN-1 inh 3, NadD inh 4, MLLE-PAM2 inh 2, MT1-MMP act inh 0, FAS TE block -3 and Rpn11 inh inactive.
`COc1ccc(C(=O)N2CCN(C(C)=O)CC2)cc1S(=O)(=O)N1CCOCC1` gave CSN inh 7, Neddylation inh inactive, Rin1 Abl inh 2, SKN-1 inh -1, NadD inh 1, MLLE-PAM2 inh 9, MT1-MMP act inh -4, FAS TE block -11 and Rpn11 inh inactive.
Screening CCOC(=O)C1(C)NC(c2ccc(N(C)C)cc2)C2C(=O)N(c3ccc(OC)cc3)C(=O)C21 (stereo unspecified) returned CSN inh 2, Neddylation inh inactive, Rin1 Abl inh -2, SKN-1 inh 4, NadD inh 4, MLLE-PAM2 inh -1, MT1-MMP act inh 1, FAS TE block -4 and Rpn11 inh inactive.
`COC(=O)c1cc(Br)c(=O)n(CCc2ccc(O)cc2)c1` gave CSN inh 4, Neddylation inh inactive, Rin1 Abl inh 0, SKN-1 inh 1, NadD inh 2, MLLE-PAM2 inh 0, MT1-MMP act inh 0, FAS TE block -3 and Rpn11 inh inactive.
For CCOC(=O)c1ccc(Oc2nc(OC)cc(OC)n2)cc1 the results were CSN inh 3, Neddylation inh inactive, Rin1 Abl inh 2, SKN-1 inh 11, NadD inh 0, MLLE-PAM2 inh 11, MT1-MMP act inh -4, FAS TE block 0 and Rpn11 inh inactive.
For O=C(NC1CCCCC1)C1CC(=O)N(Cc2ccccc2)C1 (stereo unspecified) the results were CSN inh -1, Neddylation inh inactive, Rin1 Abl inh 0, SKN-1 inh 3, NadD inh 1, MLLE-PAM2 inh -4, MT1-MMP act inh 0, FAS TE block -1 and Rpn11 inh inactive.
Screening COc1ccc(S(=O)(=O)N2CCN(c3ccccn3)CC2)cc1[N+](=O)[O-] returned CSN inh 0, Neddylation inh inactive, Rin1 Abl inh -1, SKN-1 inh -2, NadD inh 2, MLLE-PAM2 inh 5, MT1-MMP act inh -1, FAS TE block 6 and Rpn11 inh inactive.
For N=C1C(c2nc(-c3cccc([N+](=O)[O-])c3)cs2)=C(O)CN1NC(=O)c1ccco1 the results were CSN inh 10, Neddylation inh inactive, Rin1 Abl inh -4, SKN-1 inh 2, NadD inh 12, MLLE-PAM2 inh -6, MT1-MMP act inh -1, FAS TE block 4 and Rpn11 inh inactive.
Screening CC1CCCN(C(=O)C2CCN(S(=O)(=O)c3cccc4nsnc34)CC2)C1 (stereo unspecified) returned CSN inh -3, Neddylation inh inactive, Rin1 Abl inh -2, SKN-1 inh 1, NadD inh 4, MLLE-PAM2 inh -8, MT1-MMP act inh -1, FAS TE block -3 and Rpn11 inh inactive.
Screening O=C(NCc1ccccc1)C(=O)NCC(c1ccco1)N1CCN(c2ccccc2F)CC1 (stereo unspecified) returned CSN inh -1, Neddylation inh inactive, Rin1 Abl inh 4.7*, SKN-1 inh -1, NadD inh 2, MLLE-PAM2 inh -2, MT1-MMP act inh 1, FAS TE block -4 and Rpn11 inh inactive.
`CCOC(=O)N1CCN(C(=O)C[C@@H]2C[C@@]3(C(=O)OCC)CCCC=C3N(Cc3ccc4c(c3)OCO4)C2=O)CC1` gave CSN inh -6, Neddylation inh inactive, SKN-1 inh 10, NadD inh 6, MT1-MMP act inh 4 and FAS TE block -6.
For COCCCNc1nc2nonc2nc1N1CCN(Cc2cccc(C)c2)CC1 the results were CSN inh -3, Neddylation inh inactive, Rin1 Abl inh -2, SKN-1 inh -3, NadD inh -5, MLLE-PAM2 inh -6, MT1-MMP act inh -12, FAS TE block 11 and Rpn11 inh inactive.
Screening CCC(C)(C(=O)NC1CCCCC1)N(Cc1cccs1)C(=O)c1ccccn1 (stereo unspecified) returned CSN inh 6, Neddylation inh inactive, Rin1 Abl inh -2, SKN-1 inh 6, NadD inh 2, MLLE-PAM2 inh 8, MT1-MMP act inh -2, FAS TE block 0 and Rpn11 inh inactive.
For O=C(NCc1cccs1)c1ccc(S(=O)(=O)N2CCOCC2)cc1 the results were CSN inh -8, Neddylation inh inactive, Rin1 Abl inh 1, SKN-1 inh 2, NadD inh -3, MLLE-PAM2 inh 2, MT1-MMP act inh 2, FAS TE block -2 and Rpn11 inh inactive.
Screening Cc1ccsc1C(C(=O)NC1CCCCC1)N(C(=O)Cc1cccs1)C1CC1 (stereo unspecified) returned CSN inh 2, Neddylation inh inactive, Rin1 Abl inh 0, SKN-1 inh 13, NadD inh -2, MLLE-PAM2 inh -7, MT1-MMP act inh -9, FAS TE block 0 and Rpn11 inh inactive.

Of the compounds above, five contain a halogen:
`COc1cc(OC)c(NS(=O)(=O)c2cc(C(=O)OCC(=O)NCC3CCCO3)ccc2OC)cc1Cl` (stereo unspecified) gave CSN inh 15, Neddylation inh inactive, Rin1 Abl inh 1, SKN-1 inh 2, NadD inh -1, MLLE-PAM2 inh 9, MT1-MMP act inh -2, FAS TE block 2 and Rpn11 inh inactive.
`FC(F)(F)c1ccc(Nc2nnnc3ccccc23)cc1` gave CSN inh 6, Neddylation inh inactive, Rin1 Abl inh 6, SKN-1 inh 5, NadD inh 1, MLLE-PAM2 inh -13, MT1-MMP act inh 3, FAS TE block -3 and Rpn11 inh inactive.
`CC(C)CCNC(=O)C(C)N(Cc1ccc(F)cc1)C(=O)c1ccc(CN2CCCCC2)o1` (stereo unspecified) gave CSN inh -3, Neddylation inh inactive, Rin1 Abl inh 0, SKN-1 inh -1, NadD inh -7, MLLE-PAM2 inh 2, MT1-MMP act inh 6, FAS TE block -6 and Rpn11 inh inactive.
`COC(=O)c1cc(Br)c(=O)n(CCc2ccc(O)cc2)c1` gave CSN inh 4, Neddylation inh inactive, Rin1 Abl inh 0, SKN-1 inh 1, NadD inh 2, MLLE-PAM2 inh 0, MT1-MMP act inh 0, FAS TE block -3 and Rpn11 inh inactive.
Screening O=C(NCc1ccccc1)C(=O)NCC(c1ccco1)N1CCN(c2ccccc2F)CC1 (stereo unspecified) returned CSN inh -1, Neddylation inh inactive, Rin1 Abl inh 4.7*, SKN-1 inh -1, NadD inh 2, MLLE-PAM2 inh -2, MT1-MMP act inh 1, FAS TE block -4 and Rpn11 inh inactive.

Assay outcomes: PubChem BioAssay, several laboratories
